C diff HTS: blocks growth of Clostridium difficile | Clostridium difficile clinical isolate growth, OD600, 24 h; stronger effect = lower value | 0.25% of 86,000 active | AID 1259249 | growth activity, negative = inhibition, % at 16 µg/mL (by protocol);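 active means mean growth activity at or below -80% and every replicate also at or below -80%; inconclusive means mean at or below -80% but some replicate above -80%; inactive means mean growth activity above -80%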;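 further: 0% = DMSO wells and -100% = levofloxacin 16 µg/mL wells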
Pf Dd2 growth: inhibitors of Plasmodium falciparum Dd2 growth | P. falciparum Dd2 growth, SYBR Green, 72 h; stronger effect = lower value | activity change, % at 10 µM | 2.3% of 94,000 active | AID 1159554; in the data active means activity change below about -80%; inconclusive means no clear call, values can overlap the other calls
T cruzi growth: blocks T. cruzi growth in NIH3T3 culture. T. cruzi beta-gal in NIH3T3, GalScreen luminescence, 90 h. inhibition, % at 8.34 µM. 5.9% of 77,000 active. AID 624255;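 active means mean inhibition above about 93%, with at least 55% of replicates each passing it, limit read from the data, passing the limit was not always enough; inconclusive means only one of those two conditions holds; inactive means neither condition holds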
KDM4C inh: KDM4C (human) demethylase inhibition | GST-KDM4C 2-372, H3K9me3 peptide, LANCE TR-FRET | inhibition, % at 12.5 µM | Q9H3R0 | AID 720574 | 0.15% of 96,000 active;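 active means mean replicate inhibition above about 25%, with at least 55% of replicates also reaching it, limit read from the data, passing the limit was not always enough; inconclusive means only one of those two conditions met; inactive means neither condition met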
Target sequence (Q9H3R0 2-372 limits assumed): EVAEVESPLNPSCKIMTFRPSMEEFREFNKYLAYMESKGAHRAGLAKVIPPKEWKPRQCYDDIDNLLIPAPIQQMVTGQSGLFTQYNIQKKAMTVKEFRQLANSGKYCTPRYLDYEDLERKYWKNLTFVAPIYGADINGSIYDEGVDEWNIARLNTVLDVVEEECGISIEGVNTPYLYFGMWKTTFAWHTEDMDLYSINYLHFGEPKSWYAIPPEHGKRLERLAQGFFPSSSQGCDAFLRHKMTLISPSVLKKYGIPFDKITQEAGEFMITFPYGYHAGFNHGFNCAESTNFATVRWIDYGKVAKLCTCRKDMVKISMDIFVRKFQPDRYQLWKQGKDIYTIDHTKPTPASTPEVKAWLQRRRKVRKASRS
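System: N-terminal GST-fused human GASC-1 (KDM4C) fragment, residues 2-372 / Amount: 10 nM GST-KDM4C in enzyme reaction / Also added: H3K9me3 peptide with Fe(II)/2OG / Times: 30 min demethylation and 1 h detection at room temperature / Signal: LANCE TR-FRET / Read-out basis: Fall in 671/618 emission ratio as inhibition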
* hit, by the source's call; & = joins results of further samples; ! = a repeat was not active.

`COc1cccc(NC(=O)N(C)C[C@H]2Oc3cc(C#CC4(O)CCCC4)ccc3S(=O)(=O)N([C@H](C)CO)C[C@@H]2C)c1` gave C diff HTS 1.0, Pf Dd2 growth -12.7 and KDM4C inh -1.2.
O=C(Nc1ccc(F)cc1)N1C[C@@H]2[C@H](c3ccccc31)[C@H](CO)N2C(=O)Cc1ccncc1 was read as C diff HTS 5.5, Pf Dd2 growth -2.3, T cruzi growth 2.4 and KDM4C inh 0.4.
For O=C(C[C@H]1C[C@@H]2c3cc(NC(=O)Nc4ccc(F)cc4)ccc3O[C@@H]2[C@H](CO)O1)NCC1CC1 the results were C diff HTS 3.9, Pf Dd2 growth -5.5, T cruzi growth -30.7 and KDM4C inh -0.7.
CCCNC(=O)N1C[C@H](C)[C@H](OC)CN(C)C(=O)c2cc(NC(=O)CCC)ccc2OC[C@H]1C was read as Pf Dd2 growth 24.2, T cruzi growth 28.3 and KDM4C inh 0.5.
C[C@H]1CCCCO[C@H](CN(C)C(=O)Nc2ccc(F)cc2)[C@@H](C)CN([C@@H](C)CO)C(=O)c2cc(NC(=O)Nc3cccc4ccccc34)ccc2O1 was read as C diff HTS -0.7, Pf Dd2 growth -45.9, T cruzi growth 116.7* and KDM4C inh -0.2.
For C[C@H]1CN([C@@H](C)CO)C(=O)c2cc(C3=CCCC3)cnc2O[C@H]1CN(C)C(=O)c1cccnc1 the results were C diff HTS 1.8, Pf Dd2 growth 20.4, T cruzi growth -153.2 and KDM4C inh 2.3.
CN(C[C@@H]1[C@@H](c2ccccc2)[C@H](CO)N1CC1CC1)C(=O)c1ccc(F)cc1 was read as C diff HTS 6.7, Pf Dd2 growth -20.6, T cruzi growth 54.3 and KDM4C inh 1.1.
For C[C@@H]1CN([C@@H](C)CO)C(=O)c2cc(NS(=O)(=O)c3ccc(Cl)cc3)ccc2O[C@@H](C)CCCCO[C@@H]1CN(C)C(=O)Cc1ccccc1 the results were C diff HTS 7.4, Pf Dd2 growth -60.7, T cruzi growth 85.8 and KDM4C inh 0.7.
COCC(=O)Nc1ccc2c(c1)C(=O)N(C)C[C@@H](OC)[C@H](C)CN(C(=O)C1CCCC1)[C@H](C)CO2 was read as Pf Dd2 growth 23.9, T cruzi growth 12.7 and KDM4C inh 1.2.
For C/C=C/c1ccc([C@@H]2[C@H](CO)N3C(=O)CN(C(=O)Nc4cccc(OC)c4)C[C@@H]23)cc1 the results were C diff HTS 25.8, Pf Dd2 growth -10.0 and KDM4C inh 0.8.
C[C@@H]1CN([C@H](C)CO)C(=O)c2cccc(N(C)C)c2O[C@@H]1CN(C)S(=O)(=O)c1ccccc1 was read as C diff HTS -2.7, Pf Dd2 growth 6.2, T cruzi growth -6.0 and KDM4C inh -0.1.
`N[C@H]1CC[C@H](CCn2cc(C3CC3)nn2)O[C@@H]1CO` gave C diff HTS 36.3, Pf Dd2 growth 8.5 and KDM4C inh 31.4*.
C[C@H]1CCCCO[C@@H](CN(C)C(=O)c2ccncc2)[C@@H](C)CN([C@@H](C)CO)C(=O)c2cc(NC(=O)CCC(F)(F)F)ccc2O1 was read as C diff HTS 0.9, Pf Dd2 growth -16.4, T cruzi growth 20.1 and KDM4C inh 8.0.
CCCC#Cc1cnc2c(c1)C(=O)N([C@@H](C)CO)C[C@@H](C)[C@@H](CN(C)S(=O)(=O)c1ccccc1)O2 was read as C diff HTS -8.5, Pf Dd2 growth -47.8, T cruzi growth 94.4 and KDM4C inh -1.5.
Screening COc1ccc(C#Cc2ccc3c(c2)O[C@H](CN(C)C(=O)NC2CCCCC2)[C@H](C)CN([C@H](C)CO)S3(=O)=O)cc1 returned C diff HTS -2.5, Pf Dd2 growth -61.0, T cruzi growth inconclusive and KDM4C inh -3.0.

Continued (three carried over from the part before).
C[C@H]1CCCCO[C@@H](CN(C)C(=O)c2ccncc2)[C@@H](C)CN([C@@H](C)CO)C(=O)c2cc(NC(=O)CCC(F)(F)F)ccc2O1 was read as C diff HTS 0.9, Pf Dd2 growth -16.4, T cruzi growth 20.1 and KDM4C inh 8.0.
CCCC#Cc1cnc2c(c1)C(=O)N([C@@H](C)CO)C[C@@H](C)[C@@H](CN(C)S(=O)(=O)c1ccccc1)O2 was read as C diff HTS -8.5, Pf Dd2 growth -47.8, T cruzi growth 94.4 and KDM4C inh -1.5.
Screening COc1ccc(C#Cc2ccc3c(c2)O[C@H](CN(C)C(=O)NC2CCCCC2)[C@H](C)CN([C@H](C)CO)S3(=O)=O)cc1 returned C diff HTS -2.5, Pf Dd2 growth -61.0, T cruzi growth inconclusive and KDM4C inh -3.0.
`COc1ccc(S(=O)(=O)N(C)C[C@H]2Oc3ccc(NC(=O)CCN4CCOCC4)cc3CC(=O)N([C@H](C)CO)C[C@H]2C)cc1` gave C diff HTS -4.4, Pf Dd2 growth 14.8, T cruzi growth 34.8 and KDM4C inh -1.0.
CC(C)C#Cc1cnc2c(c1)C(=O)N([C@H](C)CO)C[C@H](C)[C@H](CN(C)S(=O)(=O)c1cn(C)cn1)O2 was read as C diff HTS 0.5, Pf Dd2 growth 8.8, T cruzi growth -2.8 and KDM4C inh -1.0.
Screening C[C@H]1CN([C@@H](C)CO)C(=O)c2cc(NS(=O)(=O)c3ccc(F)cc3)ccc2O[C@@H]1CN(C)CC1CCCCC1 returned C diff HTS 4.1, Pf Dd2 growth 16.7, T cruzi growth -2.8 and KDM4C inh 1.9.
C[C@H]1CCCCO[C@H](CN(C)C)[C@@H](C)CN([C@@H](C)CO)C(=O)c2cc(NC(=O)Nc3ccc(F)cc3)ccc2O1 was read as C diff HTS -3.6, Pf Dd2 growth 4.2, T cruzi growth 52.4 and KDM4C inh 7.0.
For CC(C)NC(=O)Nc1ccc2c(c1)C(=O)N([C@@H](C)CO)C[C@@H](C)[C@@H](CN(C)C(=O)NC(C)C)O2 the results were C diff HTS -0.2, Pf Dd2 growth 23.2, T cruzi growth 36.6 and KDM4C inh -1.1.
For CC(C)NC(=O)N1[C@H](CO)[C@H]2c3ccccc3N(C(=O)Nc3cccc(Cl)c3)C[C@H]21 the results were C diff HTS 6.6, Pf Dd2 growth 9.1, T cruzi growth 31.2 and KDM4C inh -0.2.
Screening N#C[C@H]1[C@H](c2ccc(C3=CCCCC3)cc2)[C@H](CO)N1C(=O)CN1CCOCC1 returned C diff HTS 4.5, Pf Dd2 growth -5.8, T cruzi growth 55.1 and KDM4C inh -0.1.
C[C@H]1CN([C@@H](C)CO)C(=O)c2cc(NC(=O)CCN3CCOCC3)ccc2O[C@@H]1CN(C)Cc1ccncc1 was read as C diff HTS -4.6, Pf Dd2 growth 0.1, T cruzi growth 47.1 and KDM4C inh 2.1.
Screening COc1ccc2c3c([nH]c2c1)[C@H](CO)N(C(=O)NC(C)C)CC31CCN(C(=O)NC(C)C)CC1 returned C diff HTS 1.4, Pf Dd2 growth 8.6 and KDM4C inh -0.4.
For C[C@@H]1CN([C@@H](C)CO)C(=O)c2cc(NC(=O)C3CCCCC3)ccc2O[C@@H](C)CCCCO[C@H]1CN(C)Cc1ccccc1 the results were C diff HTS -8.6, Pf Dd2 growth -63.5, T cruzi growth 108.7* and KDM4C inh 0.3.
COc1ccc(-c2ccc3c(c2)[C@@H]2[C@@H](CCN2C(=O)C2CCOCC2)[C@@H](CO)N3C)cc1 was read as C diff HTS -9.0, Pf Dd2 growth -1.1, T cruzi growth 16.1 and KDM4C inh 1.5.
Screening O=C(CN1CCOCC1)N1CCCCN2[C@H](CO)[C@H](c3ccc(/C=C/c4ccccc4)cc3)[C@@H]2C1 returned C diff HTS -12.3, Pf Dd2 growth -9.2, T cruzi growth 106.2* and KDM4C inh -1.5.
For O=C(NCc1ccc2c(c1)OCO2)[C@H]1[C@H](CO)[C@H]2Cn3c(cccc3=O)[C@@H]1N2Cc1ccccc1 the results were C diff HTS 0.3, Pf Dd2 growth -7.5, T cruzi growth 74.6 and KDM4C inh -0.1.
CC(C)OC(=O)N(C)C[C@H]1OCc2cnnn2CCCC(=O)N([C@@H](C)CO)C[C@@H]1C was read as C diff HTS 6.0, Pf Dd2 growth -1.9, T cruzi growth -16.3 and KDM4C inh 0.8.
`COc1ccc(S(=O)(=O)N(C)C[C@H]2OCCCC[C@@H](C)Oc3ccc(NC(=O)Nc4ccc(F)cc4)cc3C(=O)N([C@@H](C)CO)C[C@@H]2C)cc1` gave C diff HTS 1.4, Pf Dd2 growth -65.9, T cruzi growth inconclusive and KDM4C inh -4.3.
For O=C(C[C@@H]1CC[C@H](NS(=O)(=O)c2ccc(F)cc2)[C@@H](CO)O1)NCCN1CCCCC1 the results were C diff HTS -1.9, Pf Dd2 growth -9.4, T cruzi growth 35.0 and KDM4C inh -0.4.
`COc1ccc(S(=O)(=O)Nc2ccc3c(c2)CC(=O)N([C@@H](C)CO)C[C@H](C)[C@@H](CN(C)C(=O)Nc2ccc(F)cc2)O3)cc1` gave C diff HTS -8.5, Pf Dd2 growth 7.3, T cruzi growth 4.4 and KDM4C inh 9.9.
`CN1CCN(C(=O)C[C@H]2C[C@H]3c4cc(NS(C)(=O)=O)ccc4O[C@H]3[C@H](CO)O2)CC1` gave C diff HTS -6.9, Pf Dd2 growth 20.5, T cruzi growth -65.0 and KDM4C inh 2.2.
`C/C=C/c1ccc2c(c1)O[C@H](CN(C)C(=O)c1ccc(F)cc1)[C@@H](C)CN([C@@H](C)CO)S2(=O)=O` gave C diff HTS 5.5, Pf Dd2 growth -28.6, T cruzi growth 38.2 and KDM4C inh -2.8.
CS(=O)(=O)N1CC(=O)N2[C@@H](CO)[C@H](c3ccc(C#Cc4cccc(F)c4)cc3)[C@@H]2C1 was read as C diff HTS -2.6, Pf Dd2 growth 11.1 and KDM4C inh -0.2.
Screening O=S(=O)(NCC[C@H]1CC[C@@H](NS(=O)(=O)c2cccc(Cl)c2)[C@H](CO)O1)c1cccc(F)c1 returned C diff HTS 0.5, Pf Dd2 growth -29.9, T cruzi growth -39.8 and KDM4C inh 0.4.
CO[C@@H]1CN(C)C(=O)c2cc(NC(=O)C3CCCC3)ccc2OC[C@H](C)N(C)C[C@@H]1C was read as T cruzi growth -2.0 and KDM4C inh 0.0.
For C[C@@H]1CCCCO[C@@H](CN(C)CC2CCCCC2)[C@H](C)CN([C@@H](C)CO)C(=O)c2cc(NC(=O)Nc3ccc(F)cc3)ccc2O1 the results were C diff HTS 6.2, Pf Dd2 growth -74.0, T cruzi growth 113.7* and KDM4C inh 3.3.
C[C@H]1CCCCO[C@H](CN(C)C(=O)CCCN(C)C)[C@@H](C)CN([C@@H](C)CO)C(=O)c2cc(NS(=O)(=O)c3ccc(Cl)cc3)ccc2O1 was read as C diff HTS -1.3, Pf Dd2 growth 18.6, T cruzi growth 15.8 and KDM4C inh 3.4.
Screening COc1ccc(NC(=O)N(C)C[C@H]2Oc3ncc(C4=CCCC4)cc3C(=O)N([C@H](C)CO)C[C@H]2C)cc1 returned C diff HTS -0.8, Pf Dd2 growth 10.9, T cruzi growth 29.1 and KDM4C inh -1.0.
N#Cc1ccc(-c2ccc(C3[C@@H]4CN(C(=O)C5CCC5)C[C@H]3N4)cc2)cc1 (stereo partly drawn) was read as C diff HTS -1.1&-7.6, Pf Dd2 growth -90.9*! and KDM4C inh -2.6&-0.7.
CCC(=O)N(C)C[C@H]1Oc2cc(-c3ccccc3F)ccc2S(=O)(=O)N([C@H](C)CO)C[C@H]1C was read as C diff HTS 2.4&-2.1, Pf Dd2 growth 15.4&15.5, T cruzi growth 73.2&86.3 and KDM4C inh -1.5.
`O=C(Nc1cc(F)ccc1F)N[C@H]1CC[C@H](CCn2cc(C3CCCC3)nn2)O[C@@H]1CO` gave C diff HTS -8.8, Pf Dd2 growth -21.6 and KDM4C inh -1.3.
For CC(C)(C)[S@](=O)N1Cc2cc(C(=O)N3CCOCC3)nc(-c3cccc(-c4ccc(C#N)cc4)c3)c2[C@@H]1CCO the results were Pf Dd2 growth 10.9, T cruzi growth 8.5 and KDM4C inh 0.0.
CC(C)NC(=O)N1[C@H](C#N)[C@@H](c2ccc(C#CC3CC3)cc2)[C@@H]1CO was read as C diff HTS -3.0, Pf Dd2 growth -32.0, T cruzi growth inconclusive and KDM4C inh 0.8.
CN(C)C(=O)C[C@@H]1C[C@H]2c3cc(NC(=O)C4CCC4)ccc3O[C@H]2[C@@H](CO)O1 was read as C diff HTS 2.7, Pf Dd2 growth 7.5, T cruzi growth 17.0 and KDM4C inh -0.9.
CCC(=O)N1C[C@H](C)[C@@H](OC)CN(C)C(=O)c2ccc(NC(=O)c3cnccn3)cc2OC[C@@H]1C was read as C diff HTS 6.0, Pf Dd2 growth -14.0 and KDM4C inh 0.7.
Screening C[C@H]1CCCCO[C@H](CN(C)Cc2ccc(Cl)c(Cl)c2)[C@@H](C)CN([C@@H](C)CO)C(=O)c2cc(NC(=O)Nc3ccc4c(c3)OCO4)ccc2O1 returned C diff HTS 3.1, Pf Dd2 growth -56.4, T cruzi growth 68.3 and KDM4C inh -1.9.
C[C@@H]1CN([C@H](C)CO)C(=O)c2cc(NS(=O)(=O)c3cn(C)cn3)ccc2O[C@@H]1CN(C)S(C)(=O)=O was read as Pf Dd2 growth 24.8, T cruzi growth 67.2 and KDM4C inh 1.8.

Compound activity deposited in PubChem BioAssay by Broad Institute.
